Screens as filed in PubChem BioAssay.
APEX1 inh = inhibitors of human APE1 endonuclease | Potency, µM (series often up to 65.8 µM), for the others: at the highest dose activity change, negative = inhibition, hits mostly inhibitors | AID 2517 | P27695 | 350,000 compounds, 0.35% hits | recombinant APE1, TAMRA/BHQ-2 abasic DNA cleavage fluorescence;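 further: potency means the concentration at half of the fitted maximal effect; plate controls were vehicle for no effect and reference inhibitor for full effect; nearly all actives have a fitted effect of over 55% in size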
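APE1 at 0.75 nM preincubated 15 min at room temperature with compound. Reaction then started with 50 nM double-stranded THF-abasic substrate labelled with TAMRA/BHQ-2, and 525/598 nm fluorescence read kinetically. Activity taken as third-minus-first read difference, normalized to DMSO and NSC13755 controls.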
Pol beta inh = blocks human DNA polymerase beta activity. P06746. Pol beta primer extension/strand displacement, fluorescence kinetic. Potency, µM (titrated, usually from 114 µM), inactives show at the top dose activity change, negative = inhibition, hits mostly inhibitors. 340,000 compounds, 1.3% hits; further: potency means the concentration at half of the fitted maximal effect; on the % scale 0 is the no-effect control and ±100 the full control effect
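Pol beta (10 nM) was preincubated with compound for 15 min at room temperature. The reaction was then started with 50 nM substrate and read immediately and after a further 10 min at room temperature.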
BLM helicase inh = Bloom syndrome helicase (human) inhibition. P54132. recombinant BLM DNA unwinding, fluorescence dequenching. Potency, µM (titrated, usually from 56.1 µM), for the others: at the highest dose activity change, negative = inhibition, hits mostly inhibitors. 350,000 compounds, 0.2% hits. AID 2528;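 further: potency means the concentration at half of the fitted maximal effect; plate controls were vehicle for no effect and no enzyme for full effect; nearly all actives have a fitted effect of over 35% in size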
Pol kappa inh = inhibitors of human DNA polymerase kappa. Q9UBT6. purified Pol kappa, fluorescent DNA synthesis assay, 10 min. Potency, µM (series often up to 107 µM), for inactives: top-dose activity, negative = inhibition, actives largely listed as inhibitors. 400,000 compounds, 0.53% hits; further: potency means the concentration at half of the fitted maximal effect; on the % scale 0 is the no-effect control and ±100 the full control effect
Target sequence (Q9UBT6 whole entry, looked up): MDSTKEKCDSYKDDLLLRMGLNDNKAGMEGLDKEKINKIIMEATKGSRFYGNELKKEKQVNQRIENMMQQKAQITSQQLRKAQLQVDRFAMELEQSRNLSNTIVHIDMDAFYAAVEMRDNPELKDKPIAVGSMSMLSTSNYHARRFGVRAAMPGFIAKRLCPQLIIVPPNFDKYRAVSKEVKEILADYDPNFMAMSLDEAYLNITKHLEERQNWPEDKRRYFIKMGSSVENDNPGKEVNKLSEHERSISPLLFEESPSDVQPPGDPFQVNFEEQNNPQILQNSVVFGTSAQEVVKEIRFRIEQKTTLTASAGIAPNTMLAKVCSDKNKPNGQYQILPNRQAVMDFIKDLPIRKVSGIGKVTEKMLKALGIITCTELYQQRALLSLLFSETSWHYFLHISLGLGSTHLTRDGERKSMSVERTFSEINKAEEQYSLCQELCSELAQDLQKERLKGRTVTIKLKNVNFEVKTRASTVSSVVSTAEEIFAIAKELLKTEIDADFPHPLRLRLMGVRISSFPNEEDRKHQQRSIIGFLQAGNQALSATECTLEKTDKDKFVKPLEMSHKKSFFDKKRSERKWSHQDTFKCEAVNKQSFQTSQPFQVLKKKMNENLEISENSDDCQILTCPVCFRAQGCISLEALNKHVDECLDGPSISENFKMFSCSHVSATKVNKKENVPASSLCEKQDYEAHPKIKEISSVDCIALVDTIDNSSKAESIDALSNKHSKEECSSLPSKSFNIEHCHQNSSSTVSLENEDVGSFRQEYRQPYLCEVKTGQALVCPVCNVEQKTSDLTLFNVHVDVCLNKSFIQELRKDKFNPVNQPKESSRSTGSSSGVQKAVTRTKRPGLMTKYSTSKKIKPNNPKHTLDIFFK
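50 nM final substrate added after 15 min RT preincubation of 10 nM Pol kappa with compound; fluorescence read at 0 and 10 min.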
RXFP1 antag = antagonists of human relaxin receptor RXFP1; activity change, negative = inhibition, % at 57.5 µM; HEK293-RXFP1, relaxin-stimulated cAMP HTRF, 30 min; hits give low values; Q9HBX9; 350,000 compounds, 0.59% hits;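 active means activity change of -60% or lower, but not beyond a set lower limit; inconclusive means change between -60% and -40%, or beyond the set limit; inactive means change above -40%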; further: on the % scale 0 is the no-effect control and ±100 the full control effect
PGK inhibitor = blocks T. brucei phosphoglycerate kinase; Potency, µM (top dose mostly 57.5 µM), inactives show at the highest dose activity change, negative = inhibition, hits mostly inhibitors; 380,000 compounds, 0.043% hits; P07378; PGK/GAPDH coupled, Kinase-Glo luminescence, 60 min; AID 602233; further: potency means the concentration at half of the fitted maximal effect; on the % scale 0 is the no-effect control and ±100 the full control effect; nearly all actives have a fitted effect of over 60% in size
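Recombinant glycosomal PGK reaction used 1,3-bisphosphoglycerate generated in-well by GAPDH (100nM final) in 100mM TEA pH 7.6, 5mM MgCl2, 0.01% Tween-20. After 60 minutes at room temperature, ATP was read by Kinase-Glo Plus luminescence end-point.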
Apoferritin bind = candidate novel general anesthetic via apoferritin binding | P02791 | apoferritin/1-aminoanthracene competitive binding, fluorescence | Potency, µM (doses to about 77.5 µM), for inactives: top-dose activity change, negative = displacement, hits mostly inhibitors | 350,000 compounds, 0.074% hits; further: potency means the concentration at half of the fitted maximal effect; on the % scale 0 is the no-effect control and ±100 the full control effect; nearly all actives have a fitted effect of over 20% in size
Target sequence (P02791 2-175 limits assumed): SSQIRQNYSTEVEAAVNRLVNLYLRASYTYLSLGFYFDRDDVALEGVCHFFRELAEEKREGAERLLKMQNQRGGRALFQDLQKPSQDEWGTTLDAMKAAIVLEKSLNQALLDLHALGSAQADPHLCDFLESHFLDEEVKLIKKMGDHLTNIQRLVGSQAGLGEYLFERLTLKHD
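Concentration-response curves derived by four-parameter Hill fitting of normalized fluorescence, where compounds displaced 1-AMA from 10 uM horse apoferritin following a brief 10 min room-temperature incubation; propofol titration acted as positive control.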
Pol iota inh = blocks human DNA polymerase iota activity | Q9UNA4 | Pol iota fluorescent replication assay, 10 min | Potency, µM (titrated, usually from 115 µM), inactives show at the highest dose activity, negative = inhibition, actives largely listed as inhibitors | 390,000 compounds, 1% hits; further: potency means the concentration at half of the fitted maximal effect
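Pol iota at 10 nM preincubated 15 min with compounds at room temperature; reaction started with fluorescent substrate, 50 nM final. Fluorescence read kinetically at 0 and 10 min; buffer-only wells as negative control.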
POLH inh = blocks human DNA polymerase eta activity; Q9Y253; recombinant Pol eta, fluorescent DNA replication assay; Potency, µM (highest dose often 114 µM), for inactives: at the top dose activity change, negative = inhibition, hits mostly inhibitors; 390,000 compounds, 1.2% hits; further: potency means the concentration at half of the fitted maximal effect; on the % scale 0 is the no-effect control and ±100 the full control effect
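Fluorescent replication assay: 50 nM final substrate added after a 15 min room-temperature compound preincubation with 10 nM enzyme. Signal taken at 0 min and again at 10 min.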
* marks the source's active call; other numbers are inactive results; i = inactive; ? = inconclusive; nt = not tested or not shown; & = joins results of further samples; [ ] = remark or other dose. Unless noted, the call rests on the fitted dose curve; in most records, active means well fitted curve in the direction sought with a large enough effect; inconclusive means small, poorly fitted or top-dose-only effect, or another doubt; inactive means no such curve, though single readings can be large; an effect the other way counts as inactive or inconclusive. An excerpt; rates above refer to the full screens.

SMILES	APEX1 inh	Pol beta inh	BLM helicase inh	Pol kappa inh	RXFP1 antag	PGK inhibitor	Apoferritin bind	Pol iota inh	POLH inh
CCN1CCN(c2cc(N3CCCC3)c(F)cc2[N+](=O)[O-])CC1	17%	14%	-6%	0%	-23	-1%	10%	24%	-12%
Cn1c(=O)c2c(nc(-c3ccc(N(CCCl)CCCl)cc3)n2C)n(C)c1=O	nt	nt	nt	-12%	-6	-2%	nt	105%[activator]	-13%
O=S(=O)(c1ccc(Cl)cc1)N1CCCC1c1cccnc1 (centres undefined)	2%	2%	-1%	-7%	-4	-3%	-6%	-12%[58.9 µM]	-8%
Cn1c(O)c(C(=NCCN2CCCCC2)c2ccccc2Cl)c(=O)n(C)c1=O	1%	27%	1%	-5%	3	-6%	-10%	-5%	4%
CCOc1ccc(CN(CCc2ccc3c(c2)OCO3)Cc2cccc(C)c2)cc1	nt	-10%	-8%	-18%	-14	7%	38%[activator]	12%	-11%
C=CCn1c(=O)/c(=C\c2ccccn2)s/c1=C(/C#N)C(=O)NCC1CCCO1 (centres undefined)	0%	-10%	-12%	-7%	-32	2%	-7%	105%[activator]	-16%
C=C1[C@@H]2C[C@]3(C(CC2=O)[C@]24C5C[C@H]3[C@H]2N(CC)C[C@]5(C)CC[C@@H]4O)[C@@H]1O (some centres undefined)	-1%	nt	1%	17%[60.1 µM]	nt	nt	-3%	nt	nt
O=C(Nc1ccccc1)c1cc([N+](=O)[O-])ccc1N1CCNCC1	16%	0%	-2%	-8%	-5	-1%	-16%	-12%	-15%
CCc1cc(=O)oc2cc(C)cc(OCC(=O)N3CCC(C(=O)O)(c4ccccc4)CC3)c12	28%	9%	1%	9%	nt	-1%	-6%	7%	-18%
CN(C)c1ccc(/C=C2\C(=O)NC(=O)N(Cc3ccc(F)cc3)C2=O)cc1	11%	23%	0%	-5%	-3	7%	-7%	19%	-4%
O=c1[nH]c(=O)n(Cc2ccccc2)c(O)c1/C=N/Nc1c(F)c(F)c(F)c(F)c1F	6%	82%	-1%	-7%	1	6%	1%	9%	14%
COC(=O)C(c1ccccc1)N1CCCCCC1 (centres undefined)	6%	5%	8%	-8%	1	i	-13%	-1%	-8%
CCC12CN3CCN(CC(C3)C1O)C2 (centres undefined)	-4%	-4%	-3%	1%	6	-10%	-5%	10%	-8%
COc1c(Cl)cc(Cl)cc1C(=O)Nc1cccc(-c2nc3ccccc3o2)c1C	nt	0%	-3%	-9%	-10	i	6%	-1%	-11%
CCOC(=O)C1CCN(/C=C2/C(=O)NC(=S)N(c3cccc(OC)c3)C2=O)CC1	1%	11%	-2%	1%	-7	-10%	-6%	-19%	-3%
CC(=O)C1CCC2C3CCC4=CC(=O)CCC4(C)C3CCC12C (centres undefined)	-5%	nt	5%	-8%[60.1 µM]	nt	nt	-3%	nt	nt
COc1ccc(-n2cnc3cc(C(=O)N4CCC5(CC4)OCCO5)ccc32)cc1	4%	-7%	4%	-2%	13	-5%	-3%	8%	-1%
COc1ccc(CCNC2CCCCC2)cc1OC	-2%	52%	1%	-7%	-6	9%	-6%	58%[activator]	-6%
O=C1NC(=O)N(c2ccccc2)C(=O)/C1=C/C=C/c1ccco1	?	?	0%	40µM*	-11	-5%	-10%	?	13µM*
COc1ccccc1C=C1C(=O)NC(=S)NC1=O	nt	nt	nt	-14%	-7	-8%	nt	48%[activator]	13%
Cc1ccc(C)c(NC(=O)c2cc[n+](C)cc2)c1	35%	45%	-2%	-8%	0	3%	-4%	106%[activator]	2%
CCCC(C)n1[nH]c(=O)c2c1NC(=O)CSC2c1ccccc1 (centres undefined)	2%	32%	-1%	-11%	-5	i	-8%	30%[activator]	-5%
O=C1c2cccc(O)c2C(=O)c2c(O)cc(CO)cc21	-9%	nt	1%	-6%	nt	8%	-13%	?	-22%
COc1ccc(C(=O)C(Cc2ccccc2)N(C)C)cc1 (centres undefined)	-3%	-23%	-1%	-1%	22	-3%	-18%	31%[activator]	-1%
OC(c1ccc(F)cc1)C(c1ccccc1)N1CCOCC1 (centres undefined)	-4%	14%	-2%	-1%	6	3%	-5%	14%	-8%

New compounds follow
SMILES	APEX1 inh	Pol beta inh	BLM helicase inh	Pol kappa inh	RXFP1 antag	PGK inhibitor	Apoferritin bind	Pol iota inh	POLH inh
COc1ccc(CCN)cc1OC	?	2%	0%	-11%	10	5%	3%	-1%	2%
CC(C)(C)c1ccc(C(=O)NCc2ccco2)cc1	nt	nt	nt	1%	15	-1%	nt	38%[activator]	-17%
CN1CCN(c2ccc([N+](=O)[O-])c(NCc3ccco3)c2)CC1	12%	39%	-14%	-3%	-1	-15%	4%	10%	-18%
CCOP(=O)(OCC)C(O)c1ccc(OC)cc1 (centres undefined)	13%	1%	0%	3%	14	-6%	33%[activator]	38%[activator]	0%
COc1cccc(OP(=O)(Nc2ccccc2)Oc2cccc(OC)c2)c1	13%	-2%	-17%	-13%	-5	-2%	58%[activator]	23%	?
CCCNC(=O)N1[C@H]2CC[C@@H]1C(C(=O)OC)=C(c1cccc(OC)c1OC)C2	nt	nt	nt	-7%	nt	2%	nt	9%	-6%
CCOc1cc(/C=N/NC(=O)c2cccs2)ccc1OC(=O)N1CCOCC1	24%	24%	-12%	-10%	-17	-4%	7%	13%	-10%
CC(=O)C1CCC2C3CCC4CC(O)CCC4(C)C3CCC12C (centres undefined)	-19%	nt	nt	-7%	nt	-8%	nt	21%	-22%
CC(=NCCCN1CCOCC1)c1c(O)n(Cc2ccccc2)c(=O)[nH]c1=O	2%	40%	1%	-10%	-5	1%	-20%	14%	7%
O=c1[nH]c(=O)n(Cc2ccc(F)cc2)c(O)c1C=NCCN1CCCCC1	2%	-1%	1%	0%	19	-4%	-19%	-1%	-9%
COCCCNC(=O)c1c(NC(=O)c2ccccc2)n(Cc2ccccc2)c2nc3ccccc3nc12	nt	nt	nt	-8%	13	-13%	nt	-8%	-7%
O=C1NC(=O)N(Cc2ccccc2)C(=O)C1Cc1ccccc1 (centres undefined)	nt	nt	nt	-5%	-8	-9%	nt	?	-14%
CCN1C[C@]2(COC)[C@H](O)C[C@H](OC)[C@]34C1C([C@H](OC)[C@H]23)[C@]1(OC(C)=O)C2[C@@H](OC(=O)c3ccccc3)C(O)(C[C@H]24)[C@@H](OC)[C@@H]1O	5%	nt	-12%	5%[19.4 µM]	nt	nt	-8%&-1%	nt	nt
CN1Cc2ccccc2[C@@H]2c3cccc4[nH]cc(c34)C[C@H]21	?	nt	2%	?	nt	nt	-4%	nt	nt
CCCCn1c(O)c(C(C)=Nc2ccc3c(c2)CCC3)c(=O)[nH]c1=O	-2%	1%	-2%	?	5	-23%	-9%	-5%	-17%
CCC(=NCCC(c1ccccc1)c1ccccc1)c1c(O)[nH]c(=O)[nH]c1=O	-6%	7%	-4%	-5%	-11	-10%	-10%	-10%	-16%
COC(=O)Cn1cc(C=C2C(=O)NC(=O)NC2=O)c2ccccc21	-16%	19%	1%	2%	-7	1%	-8%	?	-8%
Cc1ccc(-n2nc3c(=O)n(CC(=O)NCC(C)c4ccccc4)nc(C)c3c2C)cc1 (centres undefined)	nt	-2%	-2%	-11%	-1	5%	-13%	31%[activator]	-25%
c1ccc2c(c1)cc1ccc3cccc4ccc2c1c34	nt	nt	nt	-7%	-6	10%	nt	119%[activator]	4%

Structures listed so far that contain an aryl methoxy group:
SMILES	APEX1 inh	Pol beta inh	BLM helicase inh	Pol kappa inh	RXFP1 antag	PGK inhibitor	Apoferritin bind	Pol iota inh	POLH inh
COc1c(Cl)cc(Cl)cc1C(=O)Nc1cccc(-c2nc3ccccc3o2)c1C	nt	0%	-3%	-9%	-10	i	6%	-1%	-11%
CCOC(=O)C1CCN(/C=C2/C(=O)NC(=S)N(c3cccc(OC)c3)C2=O)CC1	1%	11%	-2%	1%	-7	-10%	-6%	-19%	-3%
COc1ccc(-n2cnc3cc(C(=O)N4CCC5(CC4)OCCO5)ccc32)cc1	4%	-7%	4%	-2%	13	-5%	-3%	8%	-1%
COc1ccc(CCNC2CCCCC2)cc1OC	-2%	52%	1%	-7%	-6	9%	-6%	58%[activator]	-6%
COc1ccccc1C=C1C(=O)NC(=S)NC1=O	nt	nt	nt	-14%	-7	-8%	nt	48%[activator]	13%
COc1ccc(C(=O)C(Cc2ccccc2)N(C)C)cc1 (centres undefined)	-3%	-23%	-1%	-1%	22	-3%	-18%	31%[activator]	-1%
COc1ccc(CCN)cc1OC	?	2%	0%	-11%	10	5%	3%	-1%	2%
CCOP(=O)(OCC)C(O)c1ccc(OC)cc1 (centres undefined)	13%	1%	0%	3%	14	-6%	33%[activator]	38%[activator]	0%
COc1cccc(OP(=O)(Nc2ccccc2)Oc2cccc(OC)c2)c1	13%	-2%	-17%	-13%	-5	-2%	58%[activator]	23%	?
CCCNC(=O)N1[C@H]2CC[C@@H]1C(C(=O)OC)=C(c1cccc(OC)c1OC)C2	nt	nt	nt	-7%	nt	2%	nt	9%	-6%
